MrgX1 PAM: allosterically activates human MrgX1 receptor signaling; Q96LB2; MrgX1-HEK293, Fluo-4 calcium flux, FDSS; hits give high values; B-score at 10 µM; 0.63% of 310,000 active; AID 588675;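 active means plate-corrected calcium response at least 3 library SD above typical, normal starting fluorescence, not activating the receptor alone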;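 further: compound read alongside a low EC10 to EC30 dose of BAM8-22 agonist; peak minus trough fluorescence over baseline measured at the second addition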
Target sequence (Q96LB2 whole entry, looked up): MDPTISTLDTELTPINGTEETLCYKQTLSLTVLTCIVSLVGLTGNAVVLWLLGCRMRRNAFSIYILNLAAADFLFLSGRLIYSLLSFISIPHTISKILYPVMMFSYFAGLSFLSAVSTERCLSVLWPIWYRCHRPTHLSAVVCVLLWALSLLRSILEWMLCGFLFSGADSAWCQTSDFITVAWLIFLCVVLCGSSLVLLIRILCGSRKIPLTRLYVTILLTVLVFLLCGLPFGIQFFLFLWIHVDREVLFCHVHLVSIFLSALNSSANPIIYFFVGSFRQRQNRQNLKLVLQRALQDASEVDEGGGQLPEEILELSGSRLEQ
RGS4 act: potentiators or activators of RGS4; HEK293 M3R/inducible RGS4, carbachol calcium flux Fluo4; hits give low values; B-score at 10 µM; 0.92% of 310,000 active;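 active means B-score of the integrated calcium signal more than 4 SD below the library mean, with starting fluorescence not abnormally high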;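 further: negative B-score means reduced calcium response which marks RGS4 activation or potentiation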
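Test system: HEK293 cells with stable M3R and inducible RGS4; also added: carbachol at ECmax as muscarinic agonist stimulus; schedule: dye loading 30 min 37 °C, buffer rest 30 min RT; technique: kinetic calcium fluorescence imaging with Fluo4-AM dye, 2 µM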
HDAC3 inh: blocks human histone deacetylase 3. O15379. recombinant HDAC3, fluorogenic peptide/trypsin coupled, fluorescence. inhibition, % at 8.3 µM. 0.15% of 320,000 active. AID 2718; in the data active means inhibition above about 26%, passing the limit was not always enough; inconclusive means no clear call, values can overlap the other calls
Target sequence (O15379 whole entry, looked up): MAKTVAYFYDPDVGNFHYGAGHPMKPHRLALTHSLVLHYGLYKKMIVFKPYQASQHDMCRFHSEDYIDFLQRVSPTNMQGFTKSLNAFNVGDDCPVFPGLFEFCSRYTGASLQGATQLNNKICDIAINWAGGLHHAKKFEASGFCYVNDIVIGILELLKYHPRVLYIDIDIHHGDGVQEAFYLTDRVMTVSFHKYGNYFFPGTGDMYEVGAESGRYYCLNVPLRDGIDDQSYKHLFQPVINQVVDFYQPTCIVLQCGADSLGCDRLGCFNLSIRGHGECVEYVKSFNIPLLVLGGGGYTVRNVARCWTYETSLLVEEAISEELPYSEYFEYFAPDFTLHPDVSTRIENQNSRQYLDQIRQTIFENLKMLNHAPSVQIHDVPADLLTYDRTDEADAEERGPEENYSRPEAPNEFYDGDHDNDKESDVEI
MrgX1 agonist: agonists of human MrgX1 receptor | B-score at 10 µM | 0.44% of 310,000 active | Q96LB2 | MrgX1-HEK293 cells, Fluo-4 calcium fluorescence, agonist mode; hits give high values;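 active means calcium response B-score plate-corrected fluorescence ratio at least 3 library SD, with starting fluorescence B-score inside 5 SD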
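Material: MrgX1-expressing HEK293 cells; input: 15,000 cells per well; doses: test compound given as first of three sequential additions; schedule: overnight plating before 1 h dye loading; technique: Fluo-4 NW calcium-flux fluorescence, kinetic read; evaluation: baseline-normalised fluorescence change ratio, B-scored; control set: plate-wise positive and negative controls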
MrgX1 antag: blocks BAM8-22 activation of human MrgX1 receptor; 1.3% of 310,000 active; B-score at 10 µM; Q96LB2; MRGX1-HEK293 calcium flux, Fluo-4, BAM8-22 antagonism; hits give low values; AID 588676;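 active means calcium-response B-score plate-corrected more than 3 library SD below zero, starting fluorescence within 5 deviations, no agonist response on first addition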;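 further: peak minus trough fluorescence over baseline after final BAM8-22 challenge near maximal dose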
TMEM16A inh: mouse TMEM16A channel inhibition, primary screen; HEK293 TMEM16A/YFP iodide influx fluorescence, ionomycin; normalized B-score (activity score, 25-100; higher = stronger inhibition) at 10 µM; 1.2% of 310,000 active; AID 588511;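 active means ratio plate-corrected score three or more library SD toward inhibition, starting fluorescence score within five deviations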;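 further: score derived from kinetic fluorescence span divided by baseline fluorescence per well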
ANO1 activ: mouse TMEM16A channel activation, primary screen. Q8BHY3. HEK293 TMEM16A/YFP-H148Q/I152L, iodide quench fluorescence; hits give low values. B-score at 10 µM. 0.3% of 340,000 active. AID 623877;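 active means fluorescence-ratio B-score plate-corrected deviation score at least 3 library SD below zero, with starting fluorescence score within 5 deviations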;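 further: channel opened by trigger with iodide after compound preincubation; score built on the fluorescence ratio of max minus min over baseline; more negative score means more quench and so TMEM16A activation or potentiation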
TRPC6 activator: mouse TRPC6 channel activation | B-score at 10 µM | HEK293-TRPC6 membrane potential dye fluorescence; hits give high values | 0.13% of 310,000 active | Q61143;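 active means B-score of the integrated fluorescence ratio above library mean plus 3 SD, and starting fluorescence ratio within library mean plus 5 SD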;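 further: higher score means more depolarization so channel activation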
TRPC6 inh: blocks the mouse TRPC6 cation channel; Q61143; HEK293-TRPC6, membrane potential dye, ACh-evoked depolarization; hits give low values; B-score at 10 µM; 1.1% of 310,000 active; AID 2553;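 active means B-score under library mean minus 3 SD, initial fluorescence not abnormally high, positive integrated signal ratio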;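 further: B-score derived from integrated fluorescence ratio over the kinetic read; more negative B-score means stronger inhibition of depolarization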
RGS4 block: inhibitors of human RGS4. P49798. HEK293 M3R/RGS4 inducible, Fluo-4 calcium flux; hits give high values; triggered by carbachol at its EC20. B-score at 10 µM. 0.45% of 310,000 active. AID 463165;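 active means B-score, a plate-corrected calcium signal, over three deviations above library mean, with baseline fluorescence within five deviations of library mean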;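 further: RGS4 expression induced by doxycycline in cells with stable M3 receptor; B-score is computed from the integrated fluorescence ratio over baseline after carbachol; higher B-score means a larger calcium signal and so more RGS4 inhibition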
Target sequence (P49798 whole entry, looked up): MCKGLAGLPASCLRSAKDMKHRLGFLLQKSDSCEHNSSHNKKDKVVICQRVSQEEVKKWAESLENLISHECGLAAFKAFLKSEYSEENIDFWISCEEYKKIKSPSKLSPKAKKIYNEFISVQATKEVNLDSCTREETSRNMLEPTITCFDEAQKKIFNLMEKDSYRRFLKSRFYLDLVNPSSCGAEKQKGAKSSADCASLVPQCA
SKKanGAS inh: blocks kanamycin growth of S. pyogenes SKKanGAS strain | BacTiter-Glo, 6 h | 1.3% of 300,000 active | AID 1662 | inhibition, % at 7.5 µM;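 active means mean replicate score, as percent of positive control median, at least 50; inconclusive means mean below 50 but one replicate at or above 50; inactive means mean and every replicate below 50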;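 further: strain carries kanamycin resistance gene driven by streptokinase promoter and grows in 40 µg/ml kanamycin; loss of luminescence reflects streptokinase promoter inhibition or plain growth inhibition; 0% = median of DMSO wells and 100% = positive control at its reference dose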
Starred values were filed as active, the others as inactive; i = inactive; ? = inconclusive; · = no result given.

SMILES | MrgX1 PAM | RGS4 act | HDAC3 inh | MrgX1 agonist | MrgX1 antag | TMEM16A inh | ANO1 activ | TRPC6 activator | TRPC6 inh | RGS4 block | SKKanGAS inh
O=C(CN(Cc1ccco1)C(=O)c1cccc(Cl)c1)Nc1c(Cl)cc(Cl)cc1Cl | i | i | 12 | i | i | i | i | i | i | i | 2
O=c1[nH]c2cc3c(cc2cc1CN(CCO)S(=O)(=O)c1ccccc1Cl)OCCO3 | i | i | 12 | i | i | i | i | i | i | i | 1
O=C(c1ccccc1)N1CCCCCC1 | i | i | -5 | i | i | i | i | i | i | i | 2
Cc1ccccc1CSc1nncn1N | i | i | 11 | i | i | i | i | i | i | i | -4
COc1ccc(Cn2nnnc2C(c2ccccc2)N2CCN(C3CCCC3)CC2)cc1 (stereo not drawn) | · | i | · | · | · | · | i | i | i | i | -3
Cc1cccn2c(=O)c3cc(C(=O)NC(C)c4ccccc4)c(=N)n(CCCn4ccnc4)c3nc12 (stereo not drawn) | i | i | -180 | i | i | i | i | i | i | i | 0
COC(=O)CSc1nnc(-c2ccc(S(=O)(=O)NCc3cccs3)cc2)o1 | i | i | -4 | i | i | i | i | i | i | i | ·
CCC(C)NS(=O)(=O)c1ccc(S(=O)(=O)Nc2cc3c(cc2C(C)=O)OCO3)cc1 (stereo not drawn) | i | i | 4 | i | i | i | i | i | i | i | -4
COc1ccccc1CNC(=O)CN1C(=O)c2cccc(N)c2C1=O | i | i | -1 | i | i | i | i | i | i | i | -1
CC(=O)C1=C(C)NC(SCC(N)=O)=C(C#N)C1c1ccco1 (stereo not drawn) | i | i | · | i | i | i | i | i | i | i | -6
COCCCNC(=O)CS(=O)(=O)Cc1nc(-c2ccccc2C)oc1C | i | i | · | i | i | i | i | i | i | i | 2
O=C(c1ccc(F)cc1)c1cnc(Nc2ccccc2)s1 | i | i | 1 | i | i | i | i | i | i | i | 3
Cc1nnc(SCC(=O)NCCOc2ccc(Cl)cc2)n1-c1ccccc1 | i | i | 4 | i | i | i | i | i | i | i | 5
Nc1c(C(=O)NC2CCCCC2)nsc1C(=O)OCC(=O)NC1CCCCC1 | i | i | 2 | i | i | i | i | i | i | i | 12
CCC(=O)N1c2ccc(S(=O)(=O)N3CCN(c4ccccc4Cl)CC3)cc2CC1C (stereo not drawn) | i | i | 1 | i | i | i | i | i | i | i | 8
Cc1nnc(NC(=O)c2ccccc2NC(=O)c2ccccc2)s1 | i | i | 0 | i | i | i | i | i | i | i | 7
CC(C)(C)C(=O)NC1(C(F)(F)F)NC(=O)N(c2ccc(F)cc2)C1=O (stereo not drawn) | i | i | -1 | i | i | i | i | i | i | i | -1
Cc1cc(C)cc(NC(=O)Cn2nnc(C(=O)NCc3cccs3)c2N)c1 | i | i | -3 | i | i | i | i | i | i | i | 2
Cc1c(O)ccc2c(CN3CCN(C/C=C/c4ccccc4)CC3)cc(=O)oc12 | i | i | -13 | i | i | i | i | i | i | i | 3
C=CCN1C(=O)C(CC(=O)NCC)SC1=Nc1ccccc1CC (stereo not drawn) | i | i | 2 | i | i | i | i | i | i | i | -6
O=C(Nc1ccc(S(=O)(=O)N2CCOCC2)cc1)c1ccc2ncsc2c1 | i | i | 2 | i | i | i | i | i | i | i | -1
O=c1[nH]c2ccc(S(=O)(=O)Nc3ccc(Cl)cc3)cc2[nH]1 | i | i | -1 | i | i | i | i | i | i | i | -1
Cc1onc(-c2c(F)cccc2Cl)c1C(=O)Nc1nnc(C2CC2)s1 | i | i | 1 | i | i | i | i | i | i | i | 6
O=C(NNC(=O)c1ccccc1O)c1ccc(NS(=O)(=O)c2ccc(F)cc2)cc1 | i | i | 3 | i | i | i | i | i | i | i | -14
O=C(CCN1C(=O)c2ccccc2C1=O)N1CCN(Cc2ccccc2)CC1 | i | i | -1 | i | i | i | i | i | i | i | 15
(further entries)
SMILES | MrgX1 PAM | RGS4 act | HDAC3 inh | MrgX1 agonist | MrgX1 antag | TMEM16A inh | ANO1 activ | TRPC6 activator | TRPC6 inh | RGS4 block | SKKanGAS inh
CC(=O)N1CCN(c2ccc(S(=O)(=O)N3CCCCC3)cn2)CC1 | i | i | -5 | i | i | i | i | i | i | i | -8
Cc1ccc(C(=O)N/C(=C/c2cn(-c3ccccc3)nc2-c2ccccc2)C(=O)O)cc1 | i | i | -4 | i | i | i | i | i | i | i | 16
CN1CCN(CCCNC(=O)Cn2nc(-c3ccccc3)ccc2=O)CC1 | i | i | -3 | i | i | i | i | i | i | i | -1
Cc1cc(=O)oc2cc(OC(=O)CCCCCN3C(=O)c4ccccc4C3=O)ccc12 | i | i | -13 | i | i | i | i | i | i | i | -2
c1ccc(-c2csc(NC3=NCCCCC3)n2)cc1 | i | i | -1 | i | i | i | i | i | i | i | 7
O=C(CSC1=N/C(=C/c2ccco2)C(=O)N1c1ccc(OC(F)F)cc1)NC1CCS(=O)(=O)C1 (stereo not drawn) | i | i | 8 | i | i | i | i | i | i | i | 4
CCOc1ccc(S(=O)(=O)N2CCN(C(=O)c3cc4c(s3)CCCC4)CC2)cc1 | i | i | 4 | i | i | i | i | i | i | i | 9
O=C(O)CC1c2ccccc2CCN1S(=O)(=O)c1ccccc1 (stereo not drawn) | i | i | 2 | i | i | i | i | i | i | i | 0
CCC(Oc1ccccc1OC)C(=O)Nc1ccc2c(c1)n(C)c(=O)n2C (stereo not drawn) | i | i | 6 | i | i | i | i | i | i | i | 0
COc1ccc(C2(C(=O)Nc3ccc(C(=O)N4CCOCC4)cc3)CCOCC2)cc1 | i | i | -3 | i | i | i | i | i | i | i | 11
CCCCN(C1CCS(=O)(=O)C1)S(=O)(=O)c1ccc(C(C)C)cc1 (stereo not drawn) | i | i | 5 | i | i | i | i | i | i | i | -5
COC(=O)c1c(C)c(OC(=O)c2c(C)cc(O)c(C=O)c2O)cc(C)c1O | i | i | 1 | i | i | i | i | i | i | i | 5
Cc1cc(C(=O)N/N=C/c2cc(Cl)cc([N+](=O)[O-])c2O)n[nH]1 | i | i | 5 | i | i | i | i | i | i | i | 9
COc1ccc(NC(=O)CCCc2nnc3n(C)c(=O)c4sccc4n23)cc1 | i | i | 1 | i | i | i | i | i | i | i | 1
Cc1ccc(-n2c(-c3ccncc3)n[nH]c2=S)cc1C | i | i | 7 | i | i | i | i | i | i | i | -2
CCOC(=O)C(C)c1ccc2cc(OC)ccc2c1 (stereo not drawn) | i | i | 15 | i | i | i | i | i | i | i | 9
O=C(OC(c1ccccc1)c1nccc2ccccc12)c1cc([N+](=O)[O-])cc([N+](=O)[O-])c1 (stereo not drawn) | i | i | -3 | i | i | i | i | i | i | i | 7
CC(C)CNC(=O)C(=O)Nc1cc2c3c(c1)CCC(=O)N3CCC2 | i | i | -3 | i | i | i | i | i | i | i | -3
CC(C)C[C@H]1CN=C(Nc2ccccc2)N1CC1CCCCC1 | i | i | -9 | i | i | i | i | i | i | i | -1
O=S(=O)(c1ccc(S(=O)(=O)N2CCN(C/C=C/c3ccccc3)CC2)cc1)N1CCCC1 | i | i | 0 | i | i | i | i | i | i | i | -4
CCOc1cc(CNCCCN2CCOCC2)ccc1OCC(=O)NC(C)(C)C | i | i | 2 | i | i | i | i | i | i | i | -4
CCc1nc2oc(C(=O)c3ccccc3)c(N)c2c2c1COC(C)(C)C2 | i | i | 1 | i | i | i | i | i | i | i | 9
Cc1c(NS(=O)(=O)c2ccc(N3CCN(C)CC3)c([N+](=O)[O-])c2)c(=O)n(-c2ccccc2)n1C | i | i | -1 | i | i | i | i | i | i | i | -12
O=C(Nc1ccc(C(=O)N2CCOCC2)cc1)c1cc(-c2cccnc2)nc2ccc(Br)cc12 | i | i | 5 | i | i | i | i | i | i | i | 3
CC(C)c1ccc(NC(=O)[C@@H]2CCC(=O)N2C2OC(=O)c3ccccc32)cc1 (stereo partly drawn) | i | i | 3 | i | i | i | i | i | i | i | 2
Next part
SMILES | MrgX1 PAM | RGS4 act | HDAC3 inh | MrgX1 agonist | MrgX1 antag | TMEM16A inh | ANO1 activ | TRPC6 activator | TRPC6 inh | RGS4 block | SKKanGAS inh
CCOc1ccc(NC(=O)/C=C/c2ccccc2)c([N+](=O)[O-])c1 | i | i | 2 | i | i | i | i | i | i | i | -13
COc1ccc(/C=C/c2ccc3cccc(O)c3n2)c(OC)c1OC | i | i | 3 | i | i | i | i | i | i | i | 105*
O=[N+]([O-])c1cccc(NC(=S)N2CCc3ccccc3C2)c1 | i | i | 2 | i | i | i | i | i | i | i | 4
CCOc1ccc(NC(=O)C2CCCN(c3nn4c(=O)cc(C)nc4s3)C2)cc1 (stereo not drawn) | i | i | 0 | i | i | i | i | i | i | i | 4
CCOc1ccc(CCNC(=O)CN2C(=O)NC3(CCCc4ccccc43)C2=O)cc1OCC (stereo not drawn) | i | i | -6 | i | i | i | i | i | i | i | -15
Cc1ccc(/C=N/Nc2nc(Cl)c(Cl)cc2Cl)s1 | i | i | 0 | i | i | i | i | i | i | i | 1
CCCCNC(=O)c1ccc(C)c(NC(=O)C2=C(C)OCCS2)c1 | i | i | 2 | i | i | i | i | i | i | i | -4
O=C(CCN1C(=O)c2ccccc2C1=O)N1CCN(c2ccccc2)CC1 | i | i | ? | i | i | i | i | i | i | i | 0
CCOC(=O)c1c(NC(=O)Cn2cnc([N+](=O)[O-])n2)sc2c1CCC(C)C2 (stereo not drawn) | i | i | 0 | i | i | i | i | i | i | i | -8
CCOc1ccc2nc(Nc3nc4ccc(NC(C)=O)cc4s3)sc2c1 | i | i | 14 | i | i | i | i | i | i | i | 63*
NC(=O)CN1CCOCCOCCOCCOCCOCC1 | i | i | 4 | i | i | i | i | i | i | i | -14

From PubChem BioAssay
